# GPT2 inhibitor – blocks human glutamate pyruvate transaminase 2. Potency, µM (top dose mostly 57.7 µM), for the others: top-dose activity change, negative = inhibition, usual class: inhibitors. Recombinant GPT2, coupled pyruvate oxidase/HRP Amplex Red fluorescence. 100,000 compounds, 0.25% hits. Q8TD30; also: potency is read from the fitted curve at half-maximal effect; nearly all actives have a fitted effect of over 60% in size; many of its hits are not listed in these tables
# Target sequence (Q8TD30 whole entry, looked up): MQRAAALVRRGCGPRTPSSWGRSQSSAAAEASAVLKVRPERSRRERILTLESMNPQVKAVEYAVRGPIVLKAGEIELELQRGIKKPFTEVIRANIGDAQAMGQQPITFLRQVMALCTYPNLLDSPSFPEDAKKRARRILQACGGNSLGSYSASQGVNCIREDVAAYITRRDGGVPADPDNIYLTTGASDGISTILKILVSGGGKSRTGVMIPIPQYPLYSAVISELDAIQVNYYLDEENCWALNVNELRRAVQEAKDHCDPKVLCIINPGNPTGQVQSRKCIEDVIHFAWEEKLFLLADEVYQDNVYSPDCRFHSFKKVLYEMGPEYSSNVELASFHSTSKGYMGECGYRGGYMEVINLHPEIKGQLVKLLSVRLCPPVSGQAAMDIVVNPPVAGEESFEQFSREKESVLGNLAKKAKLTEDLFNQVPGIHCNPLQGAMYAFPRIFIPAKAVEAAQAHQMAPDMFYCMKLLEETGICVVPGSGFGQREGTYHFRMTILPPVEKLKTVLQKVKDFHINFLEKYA
#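 Recombinant GPT2 (10ng/uL) with 250uM a-KG and 2mM L-alanine, 30 min at room temperature, in HEPES pH 7.5 buffer. Pyruvate detected by pyruvate oxidase/HRP/Amplex Red fluorescence after 30 min in the dark; AOA (50uM) as positive control.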
# Luciferase inh – inhibitors of firefly (Photinus pyralis) luciferase | P08659 | purified P. pyralis luciferase, luminescence, biochemical | Potency, µM (top dose mostly 115 µM), for inactives: at the highest dose activity change, negative = inhibition, actives largely listed as inhibitors | 76,000 compounds, 2.5% hits | AID 1347043; also: potency is read from the fitted curve at half-maximal effect; nearly all actives have a fitted effect of over 65% in size
# Target sequence (P08659 whole entry, looked up): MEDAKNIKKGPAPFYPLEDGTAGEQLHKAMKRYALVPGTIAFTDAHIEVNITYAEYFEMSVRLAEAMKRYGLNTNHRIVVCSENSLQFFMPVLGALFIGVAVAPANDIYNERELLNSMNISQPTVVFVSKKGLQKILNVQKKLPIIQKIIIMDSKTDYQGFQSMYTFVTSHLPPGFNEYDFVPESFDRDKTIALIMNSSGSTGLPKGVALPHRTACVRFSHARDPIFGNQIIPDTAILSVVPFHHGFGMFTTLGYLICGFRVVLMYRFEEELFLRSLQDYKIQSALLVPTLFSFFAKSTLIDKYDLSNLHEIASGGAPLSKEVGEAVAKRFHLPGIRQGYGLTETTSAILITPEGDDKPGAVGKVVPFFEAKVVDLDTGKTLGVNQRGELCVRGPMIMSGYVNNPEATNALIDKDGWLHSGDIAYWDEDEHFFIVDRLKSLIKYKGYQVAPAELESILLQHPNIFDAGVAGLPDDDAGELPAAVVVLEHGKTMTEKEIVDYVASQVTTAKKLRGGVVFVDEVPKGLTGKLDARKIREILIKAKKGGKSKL
#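 Cell-free enzyme assay, 10nM P. pyralis luciferase, luciferin and ATP each at 10uM. Inhibition profiled over a 6-point titration, read as luminescence.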
# 3T3 cytotox – cytotoxic compounds in NIH 3T3 cells; NIH 3T3 viability, CellTiter-Glo ATP luminescence, 48-72 h; 94,000 compounds, 4.3% hits; Potency, µM (series often up to 96.7 µM), for the others: top-dose activity change, negative = cytotoxicity, actives largely listed as inhibitors; also: potency is read from the fitted curve at half-maximal effect; nearly all actives have a fitted effect of over 55% in size
#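 Luminescent ATP readout (CellTiter-Glo, 10 min RT) after 48 or 72 hr compound exposure of NIH 3T3 cells seeded at 400 cells/well in 1536-well format; quantitative HTS.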
# SNCA expr inhib – inhibitors of alpha-synuclein (SNCA) gene expression; 140,000 compounds, 0.17% hits; HEK-293 SNCA-luciferase knock-in, luminescence, 24 h; AID 1671194; Potency, µM (doses to about 57.2 µM), for the others: top-dose activity change, negative = inhibition, actives largely listed as inhibitors;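 also: potency is read from the fitted curve at half-maximal effect; plate controls were DMSO cells for no effect and cell-free wells for full effect; nearly all actives have a fitted effect of over 45% in size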
# SNCA viab count – cell viability loss counter-screen; HEK-293-SNCA-luc viability, GF-AFC fluorescence, 24 h; Potency, µM (series often up to 57.1 µM), for the others: at the highest dose activity change, negative = cytotoxicity, hits mostly cytotoxic; 150,000 compounds, 0.12% hits;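 also: potency is read from the fitted curve at half-maximal effect; 0% = DMSO-treated cells and -100% = medium-only wells without cells; nearly all actives have a fitted effect of over 30% in size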
#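 Cytotoxicity counterscreen: after 24 h compound treatment of genome-edited SNCA-luciferase HEK-293 cells, live-cell protease substrate GF-AFC read by fluorescence after 30 min; activity scaled between DMSO (0%) and medium-only (-100%), curves Hill-fitted.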
# IP6K1 inh – blocks human inositol hexakisphosphate kinase 1; Q92551; IP6K1 kinase, ADP-Glo luminescence, 2 h; stronger effect = lower value; activity change, % (series mostly up to about 58 µM); 140,000 compounds, 0.81% hits; in the data active = activity change below about -25%
#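 ADP-Glo luminescence measures ADP made by human IP6K1 during a 2 h RT reaction with ATP/IP6 (mix at 1.3 mM/130 uM); top library doses 57.5 and 19.1 uM final.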
# HEK cytotox – HEK 293 cell cytotoxicity. HEK 293 viability, ATP luminescence (CellTiter-Glo), 48-72 h. Potency, µM (top dose mostly 115 µM), inactives show at the top dose activity change, negative = cytotoxicity, most hits filed as inhibitors. 94,000 compounds, 6.6% hits. AID 1345083; also: potency is read from the fitted curve at half-maximal effect; nearly all actives have a fitted effect of over 60% in size
#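 HEK 293 seeded at 250 cells/well receive compound via pintool. After 48 or 72 hr at 37 degree Celsius, 5% CO2 and 95% humidity, CellTiter-Glo is dispensed and luminescence read following 10 min at room temperature.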
# The depositor's hits bear a star; i = inactive; u = inconclusive; x = no result given; & = joins results of further samples; [ ] = remark or other dose. Unless noted, calls follow the shape of the dose curve; as a rule, active = well fitted curve in the direction sought with a large enough effect; inconclusive = small, poorly fitted or top-dose-only effect, or another doubt; inactive = no such curve, though single readings can be large; an effect the other way counts as inactive or inconclusive. Unless noted, % is scaled to controls: 0 for no effect and ±100 for the full control effect. Only part of the results is shown; count on the stated rates, not on these rows.
# Letters – A = GPT2 inhibitor; B = Luciferase inh; C = 3T3 cytotox; D = SNCA expr inhib; E = SNCA viab count; F = IP6K1 inh; G = HEK cytotox
CCNC(=O)OC1CCN(C(=O)c2ccc(C(C)(C)C)cc2)CC(=O)N(C)c2ccccc21 (centres undefined)
  A: x	B: x	C: u	D: x	E: x	F: 15	G: u

COCCN(CCOC)C(=O)[C@@H](C)C1CC[C@@]2(C)CC[C@H](NC(=O)c3cncnc3)[C@@H](C)[C@@H]2[C@H]1O (some centres undefined)
  A: i	B: -4%	C: i	D: 7%	E: 1%	F: -8	G: -10%

NC(=S)N/N=C/c1cccnc1
  A: u	B: x	C: x	D: -25%[25.6 µM]	E: -6%[23.9 µM]	F: 3	G: x

O=C(NC1CCN(c2cc(-c3ccccc3)[nH]n2)C1)c1cc(F)ccc1Cl (centres undefined)
  A: -25%	B: 11%	C: -22%	D: 9%	E: -2%	F: 3	G: u

Cc1ccc(C)c(N2CCN(C(=O)CN3C(=O)COc4ccc(S(=O)(=O)N5CCCC5)cc43)CC2)c1
  A: x	B: x	C: x	D: 0%	E: 6%	F: -5	G: x

O=C1Nc2ccccc2CC12CCN(Cc1ccc(F)cc1)CC2
  A: -18%	B: 9%[172 µM]	C: -22%[138 µM]	D: -23%[87.6 µM]	E: -9%[87.6 µM]	F: -9&-12	G: u

COc1ccc(-n2c(SCCC(C)C)nc3sc4c(c3c2=O)CC(C(C)C)OC4)cc1 (centres undefined)
  A: x	B: x	C: x	D: u	E: 0%	F: 14	G: x

Cc1ccccc1C(=O)N1CCC2(CC1)N(C)C(=O)CS2(=O)=O
  A: i	B: -10%	C: -1%	D: -14%	E: -1%	F: -2	G: -2%

O=C(NC1CCOC2(CCOCC2)C1)c1csc(Cc2ccccc2)n1 (centres undefined)
  A: -13%	B: 1%	C: 0%	D: u	E: 11%	F: -6	G: -1%

CCN(CC1CCN(C2CCN(C)CC2)CC1)C(=O)c1ccc(-c2ccccc2)cc1
  A: -12%	B: 7%	C: 28µM*	D: -11%	E: 2%	F: -4	G: 22µM*

O=c1[nH]c2cccnc2n1CCc1ccccc1
  A: i	B: u	C: -20%[138 µM]	D: 6%[87.6 µM]	E: 4%[87.6 µM]	F: -4	G: -30%[172 µM]

COc1ccc(C(=O)N2CCC(n3cc(-c4nc(C(C)C)no4)nn3)C2)cc1F (centres undefined)
  A: i	B: 4%	C: -29%	D: 18%	E: 1%	F: 0	G: u

CC(C)NC(=O)CCC(=O)N1Cc2ccccc2Oc2ncccc21
  A: x	B: x	C: x	D: 8%	E: -1%	F: -1	G: x

COCCN1CC(CO)C2(CCN(Cc3ccc(F)c(Cl)c3)CC2)C1 (centres undefined)
  A: 2%	B: 4%	C: u	D: 54%[activator]	E: 0%[12.5 µM]	F: 6	G: u

CC(=O)Nc1cc(C(=O)N(C)Cc2ccco2)c2ccc(C)nc2c1
  A: -28%	B: -12%	C: -8%	D: 16%	E: 2%	F: 11	G: u

CS(=O)(=O)N1C[C@@H]2CN(C(=O)C3CCOCC3)C[C@]2(C(=O)O)C1
  A: i	B: 6%	C: -2%	D: 7%	E: 0%	F: 1	G: 2%

O=C(N[C@@H]1CCN(Cc2ccc3nsnc3c2)C[C@H]1O)c1cnccn1
  A: i	B: -5%	C: -12%	D: -8%	E: 5%	F: -1	G: -3%

CC1CCCCN1C(=O)CSc1n[nH]c(-c2ccccc2)n1 (centres undefined)
  A: x	B: x	C: x	D: 114%[activator]	E: 10%	F: 15	G: x

CCn1c(=O)n([C@H]2CCCN(c3nccc(-c4cc5ccccc5o4)n3)C2)c2ccccc21
  A: 3%	B: x	C: x	D: x	E: u	F: -6	G: x

COCCc1nncn1C1CCN(S(=O)(=O)c2ccc(Br)cc2)CC1
  A: 3%	B: -3%	C: u	D: -11%	E: 12%	F: -3	G: 4%

CN(C)C[C@@H]1CN(S(C)(=O)=O)C[C@H]1NC(=O)c1cccc(F)c1
  A: -2%	B: -3%	C: 2%	D: -24%	E: -7%	F: 5	G: i

O=C(NC1CCN(c2ccnc3ccnn23)CC1)c1ccc(Cl)cc1
  A: -9%	B: x	C: u	D: 7%	E: 4%	F: -11	G: 45µM*

CCCN1C(=O)Cc2ccccc2C1C(=O)N1CCN(c2ccccc2)CC1 (centres undefined)
  A: i	B: 0%	C: -10%	D: -10%	E: u	F: 2	G: u

Cc1ccc2oc(=O)n(CCNC(=O)Nc3ccc(Cl)cc3)c2c1
  A: x	B: x	C: x	D: 11%	E: 10%	F: 7	G: x

CCCS(=O)(=O)N1CCC(N2C(=O)[C@H](OC)[C@@H]2c2ccncc2)CC1
  A: i	B: -2%	C: -2%	D: 0%	E: -2%	F: 13	G: 5%

O=C(c1ccc2c(c1)OCO2)N1CCC2(CC1)COc1ccccc1CN2
  A: i	B: 7%	C: -7%	D: -11%	E: -10%	F: -4	G: -30%

c1ccc(-c2noc(-c3cncnc3NCc3ccco3)n2)cc1
  A: i	B: -5%	C: -13%	D: u	E: 6%	F: -8	G: -23%

COc1ccc2c(c1)c1c(c(=O)n(-c3ccc(F)c(Cl)c3)c(=O)n1CC(=O)N1CCCC1)n2C
  A: x	B: x	C: x	D: u	E: -17%	F: 12	G: x

O=C(Cn1nc2n(c1=O)CCCCC2)Nc1ccc2c(c1)OCO2
  A: i	B: -15%	C: i	D: 4%	E: -5%	F: -3	G: 11%

CCOc1ccc(Cl)cc1CN(C)c1cc(C2CC(O)C2)nc(N)n1 (centres undefined)
  A: -16%	B: 4%	C: 32µM*	D: -25%	E: -29%	F: -2	G: 40µM*

COc1cccc(CN2CC3(CCN(C)C3)c3cc(C(=O)NC4CCCCC4)ccc32)c1 (centres undefined)
  A: i	B: -21%[172 µM]	C: 25µM*	D: u	E: -7%[87.6 µM]	F: -2	G: 56µM*

COc1ccc(-c2cn3nc(N4CCC(C(=O)Nc5ccc(C)cc5)CC4)sc3n2)cc1
  A: x	B: x	C: x	D: 76%[activator]	E: 2%	F: 23	G: x

COCCCNC(=O)N1CC2(CCCCC2)CC1COc1ccc(OC)cc1 (centres undefined)
  A: 2%	B: x	C: u	D: 8%	E: -9%	F: 4	G: u

CCN1c2cc(C(=O)NCc3ccc(OC)cc3)ccc2C(=O)N2CCCCCC21 (centres undefined)
  A: -9%	B: -10%	C: -25%	D: u	E: 15%[12.5 µM]	F: 25	G: u

COc1ccc(CCC(=O)N2CCCC(c3nc(-c4ccccc4)no3)CCNC(=O)CC2)cc1 (centres undefined)
  A: i	B: -21%	C: u	D: -5%	E: 6%	F: -3	G: 89µM*

Cc1ncc2n1C(=O)N(C1CCN(C(=O)c3cccc(Cl)c3)CC1)C2
  A: i	B: -8%	C: -28%	D: -15%	E: -7%	F: 7	G: -3%

CNc1ncnc2c1ncn2[C@@H]1O[C@H](CO)[C@@H](O)[C@H]1O
  A: i	B: x	C: x	D: -20%	E: 8%	F: x	G: x

CCn1ccc(C(=O)N2C[C@@H](COc3ccccc3)[C@H](C(N)=O)C2)n1
  A: -29%	B: -6%	C: -5%	D: 9%	E: 8%	F: 0	G: -13%

CCN(CC)C(=O)C(C)[C@@H]1CC[C@@]2(C)CC[C@H](NC(=O)c3ccccc3)[C@@H](C)[C@@H]2[C@H]1O (some centres undefined)
  A: 4%[88.5 µM]	B: -3%[172 µM]	C: -18%[138 µM]	D: -17%[87.6 µM]	E: -3%[87.6 µM]	F: -12	G: -17%[172 µM]

Cc1ccc(Cl)cc1N1CCN(C(=O)c2ccc3nc(N4CCC(C)CC4)sc3c2)CC1
  A: x	B: x	C: x	D: 61%[activator]	E: 2%	F: 6	G: x

CCCC(=O)Nc1ccc(C(=O)N2CCc3nc(C)n(C)c(=O)c3CC2)cc1
  A: -2%[11.5 µM]	B: -1%	C: i	D: u	E: -1%	F: 21	G: 4%

Cc1cc(N)n(CC(=O)N[C@@H]2COCC[C@@H]2OCc2cscn2)n1
  A: 1%	B: 0%	C: 2%	D: 14%	E: 3%	F: 8	G: -9%

O=C(c1ccco1)N1CC[C@@H]2[C@@H](CCC(=O)N2CCc2ccccn2)C1
  A: i	B: 5%	C: i	D: -28%	E: -2%	F: -7	G: 2%

COc1ccccc1NC(=O)c1ccc2c(Cl)c3c(nc2c1)CCCC3
  A: x	B: x	C: x	D: -14%	E: 4%	F: -2	G: x

CCc1ccccc1NC(=O)c1cc2c(N3CCSCC3)nc(C)cn2n1
  A: 2%	B: -5%	C: u	D: -11%	E: 3%	F: -18	G: u

CN(C)c1ccc(NC(=O)CSC2=Nc3ccccc3C3=NC(CCC(=O)NCc4cccs4)C(=O)N23)cc1 (centres undefined)
  A: x	B: x	C: x	D: -4%	E: -26%	F: -10	G: x

Cc1cccc(C)c1Nc1sc(C(=O)c2ccccc2)c(N)c1S(=O)(=O)c1ccccc1
  A: x	B: x	C: x	D: -2%	E: 0%	F: -11	G: x

CCCCn1c(=O)c(C(=O)NCCCc2ccccc2)nc2cccnc21
  A: -22%	B: x	C: u	D: 5%	E: -10%	F: 4	G: u

CC(C)CCC1=NC2(CCN(C(=O)C3CC34CCCC4)CC2)C(=O)N1 (centres undefined)
  A: -23%[11.5 µM]	B: -5%	C: -25%	D: -15%	E: -1%	F: 13	G: -5%

O=C(COc1cccc(Cl)c1)N1CCC(c2nc3ccccc3o2)CC1
  A: x	B: x	C: x	D: -11%	E: -3%	F: 11	G: x

# Next entries.
# Letters – A = GPT2 inhibitor; B = Luciferase inh; C = 3T3 cytotox; D = SNCA expr inhib; E = SNCA viab count; F = IP6K1 inh; G = HEK cytotox
Cc1noc(C)c1[S+](=O)([O-])N1CCc2nc(C3CC3)nc(-c3ccc(Cl)cc3)c2C1
  A: i	B: x	C: -32%	D: -10%	E: -2%	F: -1	G: -12%

COC(=O)CCCCCn1c(-c2ccccc2)cn2c3c(=O)n(C)c(=O)n(C)c3nc12
  A: x	B: x	C: x	D: 28%	E: 6%	F: 30	G: x

CCOc1ccccc1C(=O)Nc1ccc(-n2nncc2-c2ccccc2)cc1
  A: x	B: x	C: x	D: -9%	E: u	F: -12	G: x

N#CC1CCN(C(=O)C2(c3ccc(Cl)cc3)CCOCC2)CC1
  A: 4%	B: x	C: 3%	D: 1%	E: 0%	F: -9	G: -2%

O=C(Cc1cccc(F)c1)N1CCOCC12CCN(Cc1ccccc1)CC2
  A: -12%[88.5 µM]	B: -5%[172 µM]	C: 100µM*	D: -25%[87.6 µM]	E: 2%[87.6 µM]	F: 6	G: u

# Complete entries as entered above.
# N#CC1CCN(C(=O)C2(c3ccc(Cl)cc3)CCOCC2)CC1 in the list: GPT2 inhibitor: 4%; Luciferase inh: x; 3T3 cytotox: 3%; SNCA expr inhib: 1%; SNCA viab count: 0%; IP6K1 inh: -9; HEK cytotox: -2%
# O=C(Cc1cccc(F)c1)N1CCOCC12CCN(Cc1ccccc1)CC2 in the list: GPT2 inhibitor: -12%[88.5 µM]; Luciferase inh: -5%[172 µM]; 3T3 cytotox: 100µM*; SNCA expr inhib: -25%[87.6 µM]; SNCA viab count: 2%[87.6 µM]; IP6K1 inh: 6; HEK cytotox: u
